Assay outcomes from PubChem.
PKM2 activator = qHTS Assay for Activators of Human Muscle isoform 2 Pyruvate Kinase; Pyruvate kinase PKM (Homo sapiens), P14618; purified PKM2, Kinase-Glo ATP luminescence, activation; response scale: 0% is enzyme alone, no compound; Potency, µM (doses to about 57.5 µM), for the others: at the top dose activation, actives largely listed as activators; 0.34% of 260,000 active; further: potency means the concentration at half of the fitted maximal effect; on the % scale 0 is the no-effect control and ±100 the full control effect; nearly all actives have a fitted effect of over 55% in size
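Kinase-Glo luminescence reports ATP generated from ADP (0.1 mM) and PEP (0.5 mM) by purified hPK-M2 after 1 h at room temperature, pH 7.2 imidazole buffer; intermediate enzyme activity allows detecting inhibitors and activators.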
S-ASM inh = Inhibitors of Secretory Acid Sphingomyelinase (S-ASM): qHTS; 0.006% of 340,000 active; Sphingomyelin phosphodiesterase (Homo sapiens), P17405; AID 504937, 2011; Potency, µM (series often up to 57.5 µM), for inactives: at the highest dose activity change, negative = inhibition, actives largely listed as inhibitors; placental ASM, HMU-PC fluorogenic substrate, 60 min; further: potency means the concentration at half of the fitted maximal effect
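Human placenta-derived ASM preincubated with compound 10 min at room temperature, then reacted with 9 uM (final) fluorogenic HMU-PC substrate for 60 min at 37 C. Stop solution raises pH to 10; fluorescence read at Ex 386/Em 447 nm.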
GALK inhibitor = qHTS Assay for Inhibitors of Human Galactokinase (GALK) | P51570 | Purified GALK, Kinase-Glo residual ATP luminescence | Potency, µM (highest dose often 57.5 µM), inactives show at the top dose activity change, negative = inhibition, most hits filed as inhibitors | 0.007% of 270,000 active; further: potency means the concentration at half of the fitted maximal effect; on the % scale 0 is the no-effect control and ±100 the full control effect
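5 nM enzyme, 35 uM ATP, 100 uM galactose, 20 mM HEPES pH8.0, 5 mM MgCl2; 1 h RT; residual ATP by Kinase-Glo Plus luminescence, qHTS format.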
USP2a inh = qHTS Assay for Inhibitors of Ubiquitin-specific Protease USP2a Using CHOP2 as the Reporter; 0.01% of 330,000 active; Ubiquitin carboxyl-terminal hydrolase 2 (Homo sapiens), O75604; Potency, µM (doses to about 38.3 µM), for inactives: at the highest dose activity change, negative = inhibition, most hits filed as inhibitors; USP2 core, Ub-CHOP2 coupled fluorogenic reporter, 485/531;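 further: potency means the concentration at half of the fitted maximal effect; plate controls were DMSO wells for no effect and full inhibition by NEM control for full effect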
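Cell-free coupled assay: 10nM USP2 core preincubated 30min RT with compound in Tris-HCl pH 8.0/CaCl2/CHAPS buffer, then 25nM Ub-CHOP2 and 25nM reporter substrate; fluorescence (Ex 485/Em 531) read after 60min RT, normalized to NEM inhibition, concentration-response curves fitted.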
MBNL1 CUG block = qHTS Assay for Inhibitors of MBNL1-poly(CUG) RNA binding; Muscleblind-like protein 1 (Homo sapiens), Q9NR56; Potency, µM (top dose mostly 57.5 µM), for inactives: at the top dose activity change, negative = inhibition, most hits filed as inhibitors; TR-FRET MBNL1-His/biotin-(CUG)12 binding, 665/545 ratio; 0.036% of 280,000 active; active means well fitted inhibition curve with a large enough effect in the signal ratio, with a control signal flat, not every such curve was filed as active; inconclusive means small, poorly fitted or top-dose-only effect, or effect the other way, or a change in a side signal; inactive means no such curve, though single readings can be large or run the other way; the % refers to the signal ratio; further: potency means the concentration at half of the fitted maximal effect; on the % scale 0 is the no-effect control and ±100 the full control effect
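TR-FRET between His-tagged MBNL1 and biotin-(CUG)12 RNA, detected with Tb anti-His antibody (0.055 ng/ul) and streptavidin-XL665 (5 nM), 60 min at room temperature. Compounds titrated 92 nM to 58 uM; 665/545 nm ratio normalized to buffer and complex controls.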
Mito fusion yeast = qHTS Assay for Small Molecule Inhibitors of Mitochondrial Division or Activators of Mitochondrial Fusion; S. cerevisiae fusion-defective mutant growth rescue, CellTiterGlo 48 h; Potency, µM (doses to about 46.1 µM), inactives show top-dose growth rescue (activation), usual class: activators; 0.23% of 320,000 active; AID 485298, 2010;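 further: potency means the concentration at half of the fitted maximal effect; % of control where 0% means no effect; nearly all actives have a fitted effect of over 45% in size; temperature-sensitive fusion mutants such as fzo1-1 at 37 °C on non-fermentable ethanol glycerol medium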
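Luminescent cell viability in 1536-well qHTS format served as the measure of rescued growth in ts fusion-mutant S. cerevisiae cultured on non-fermentable YPEG for 48 hours at 37C.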
BCR signal inh = qHTS Assay to Find Inhibitors of Chronic Active B-Cell Receptor Signaling | ABC-DLBCL IkBa-CBG/CBR reporter, luminescence ratio, 4 h | Potency, µM (highest dose often 46.1 µM), for inactives: at the top dose ratio change, negative = lower green/red ratio, most hits filed as inhibitors | 0.05% of 340,000 active | AID 493014, 2011; active means well fitted inhibition curve with a large enough effect in the signal ratio, with a control signal flat, not every such curve was filed as active; inconclusive means small, poorly fitted or top-dose-only effect, or effect the other way, or a change in a side signal; the % refers to the signal ratio;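 further: potency means the concentration at half of the fitted maximal effect; plate controls were basal doxycycline-induced cells for no effect and cells given 10 µM MG132 for full effect; MG132 reads +100%, hits lower the ratio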
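TMD8 ABC-DLBCL cells carrying doxycycline-inducible green luciferase fused to IkappaBalpha plus unfused red luciferase were exposed to compounds (up to 46 uM) for 4 hrs at 37C. Activity came from the overlap-corrected green/red luminescence ratio.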
TSHR antagonist = Antagonists of the Thyroid Stimulating Hormone Receptor: HTS campaign; 0.2% of 330,000 active; TSHR-expressing cells, TSH-stimulated cAMP HTRF, 2 h; active compounds read low; activity change, negative = inhibition, % at 11.5 µM; Thyrotropin receptor (Homo sapiens), P16473;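 active means activity change below a set negative limit, meaning inhibition stronger than a set level, cut at about -70% in these data; inconclusive means activity change between two set negative limits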; further: on the % scale 0 is the no-effect control and ±100 the full control effect
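TSHR-expressing cells were treated with compounds, then stimulated with TSH at EC80 (4nM final) for 2 hours at 37 deg C. Cellular cAMP was measured by HTRF competition between lysate cAMP and cAMP-d2 for a cryptate-labelled anti-cAMP antibody.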
Eya2 inh = qHTS Assay for Inhibitors of the Phosphatase Activity of Eya2; recombinant Eya2, OMFP fluorescence dephosphorylation (OMFP is methylfluorescein phosphate); Potency, µM (top dose mostly 76.9 µM), without a hit: top-dose activity, negative = inhibition, usual class: inhibitors; 0.006% of 330,000 active; AID 488837, 2010; further: potency means the concentration at half of the fitted maximal effect; on the % scale 0 is the no-effect control and ±100 the full control effect
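Eya2 (0.2 uM) preincubated 10 min at ambient with compound, then OMFP substrate added at 50 uM; 10 min reaction in 50 mM HEPES pH 7.5, 50 mM NaCl, 5 uM MgCl2, 0.05% BSA, 1 mM DTT. Fluorescence read at Ex 485/Em 525 nm.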
Menin-MLL TR inh = qHTS Assay for Inhibitors Targeting the Menin-MLL Interaction in MLL Related Leukemias: Competition With Texas Red Labeled MLL-derived Mutant Peptide; O00255; Menin + Texas Red MLL mutant peptide, fluorescence polarization; Potency, µM (highest dose often 61.6 µM), for the others: at the highest dose FP activity change, negative = inhibition, hits mostly inhibitors; 0.23% of 270,000 active; active means well fitted inhibition curve with a large enough effect in the polarisation, with a control signal flat, not every such curve was filed as active; inconclusive means small, poorly fitted or top-dose-only effect, or effect the other way, or a change in a side signal; inactive means no such curve, though single readings can be large or run the other way; the % refers to the polarisation; further: potency means the concentration at half of the fitted maximal effect; % of control where 0% means no effect; many of its hits are not listed in these tables
KCNH2 WT inh = qHTS for Inhibitors of KCHN2 3.1: Wildtype qHTS | activity change, % at 1.84 µM | Voltage-gated inwardly rectifying potassium channel KCNH2 (Homo sapiens), Q12809 | 0.37% of 340,000 active | U2OS, BacMam KCNH2, thallium flux FluxOr; active compounds read low | AID 720551, 2013;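 active means maximum activity change below -70%; inconclusive means maximum activity change between -70% and -50%; inactive means maximum activity change above -50%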; further: on the % scale 0 is the no-effect control and ±100 the full control effect
Target sequence (Q12809 whole entry, looked up): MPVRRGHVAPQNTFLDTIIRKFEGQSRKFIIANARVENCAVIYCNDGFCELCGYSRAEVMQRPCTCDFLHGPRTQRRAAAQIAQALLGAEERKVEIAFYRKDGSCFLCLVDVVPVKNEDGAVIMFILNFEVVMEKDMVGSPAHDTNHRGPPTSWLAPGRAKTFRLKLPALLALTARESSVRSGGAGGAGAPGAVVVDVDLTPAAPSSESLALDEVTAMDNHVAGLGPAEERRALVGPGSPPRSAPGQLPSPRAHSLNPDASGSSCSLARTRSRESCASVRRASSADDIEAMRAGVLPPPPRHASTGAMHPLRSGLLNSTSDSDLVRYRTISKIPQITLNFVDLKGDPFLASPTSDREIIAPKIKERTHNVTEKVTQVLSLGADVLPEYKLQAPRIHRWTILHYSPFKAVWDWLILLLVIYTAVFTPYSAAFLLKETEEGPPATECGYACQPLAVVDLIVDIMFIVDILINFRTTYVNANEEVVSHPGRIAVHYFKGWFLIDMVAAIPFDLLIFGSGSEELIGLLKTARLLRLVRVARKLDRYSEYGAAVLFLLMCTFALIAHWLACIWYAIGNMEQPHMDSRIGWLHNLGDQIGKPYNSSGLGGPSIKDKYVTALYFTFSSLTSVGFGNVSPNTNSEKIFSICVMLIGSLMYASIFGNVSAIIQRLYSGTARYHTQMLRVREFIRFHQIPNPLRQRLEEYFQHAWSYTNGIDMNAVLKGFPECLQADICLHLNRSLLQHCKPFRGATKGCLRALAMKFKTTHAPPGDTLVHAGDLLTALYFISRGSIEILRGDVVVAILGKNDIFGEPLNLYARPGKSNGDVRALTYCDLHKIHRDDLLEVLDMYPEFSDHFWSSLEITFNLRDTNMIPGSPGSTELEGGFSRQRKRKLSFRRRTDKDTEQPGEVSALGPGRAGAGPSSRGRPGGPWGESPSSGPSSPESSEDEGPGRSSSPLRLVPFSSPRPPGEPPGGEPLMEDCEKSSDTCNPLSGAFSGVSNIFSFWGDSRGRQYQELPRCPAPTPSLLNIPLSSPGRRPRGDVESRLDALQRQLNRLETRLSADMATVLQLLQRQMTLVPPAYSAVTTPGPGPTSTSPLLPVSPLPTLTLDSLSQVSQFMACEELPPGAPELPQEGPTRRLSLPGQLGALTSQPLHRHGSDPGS
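U2OS cells transduced with wild-type KCNH2 virus are loaded with FluxOr dye for 45 min, and thallium flux is measured in kinetic reads before and after stimulation buffer. Rate constants are normalized to DMSO controls.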
The depositor's hits bear a star; ? = inconclusive; / = no result given; [ ] = another dose, or the depositor's remark. Unless noted, the call rests on the fitted dose curve; in most records, active means well fitted curve in the direction sought with a large enough effect; inconclusive means small, poorly fitted or top-dose-only effect, or another doubt; inactive means no such curve, though single readings can be large; an effect the other way counts as inactive or inconclusive.

SMILES	PKM2 activator	S-ASM inh	GALK inhibitor	USP2a inh	MBNL1 CUG block	Mito fusion yeast	BCR signal inh	TSHR antagonist	Eya2 inh	Menin-MLL TR inh	KCNH2 WT inh
COCCN(CC(=O)Nc1cccc(C)c1C)C(=O)C1(c2ccc(Cl)cc2)CCC1	/	0.0%	/	-0.4%	/	/	?	/	-3.2%	/	-2.2
CC(=O)NC(Cc1ccccc1F)C(=O)NC1CCN(c2ncccc2[N+](=O)[O-])CC1 (stereo not drawn)	-0.4%	-5.0%	-1.3%	6.8%	?	-4.1%	4.6%	-3.6	8.2%	-9.8%	/
NS(=O)(=O)c1ccc(CCNC(=O)CSc2nc3ccccc3c(=O)n2CCN2CCOCC2)cc1	-2.1%	4.0%	-1.9%	0.2%	-0.1%	23.8%	0.3%	8.1	-3.1%	-9.6%	-11.3
COc1ccc(C(C(=O)NCC2CCCO2)N(C(=O)Cn2nnc3ccccc32)c2ccc(NC(C)=O)cc2)cc1 (stereo not drawn)	/	3.2%	2.6%	2.9%	-6.1%	3.4%	0.7%	9.4	-4.4%	/	36.7
Cc1nn(CC(C)C)c(Cl)c1C(=O)N(C)CC(=O)Nc1c(Cl)cccc1Cl	-0.5%	5.3%	7.8%	-1.8%	-3.5%	8.5%	?	35.7	3.5%	/	1.1
Cc1cccc(-n2ccc(=O)c(C(=O)Nc3ccc(S(=O)(=O)Nc4nccs4)cc3)n2)c1	/	-0.6%	-2.5%	6.3%	?	2.1%	-6.0%	7.1	10.7%	?	0.1
CCOc1ccc(C(=O)Nc2cc(-c3nc4ccccc4[nH]3)ccc2C)cc1[N+](=O)[O-]	-7.1%	?	2.2%	-9.0%	2.1%	0.8%	?	20.5	29.8%	18.2%	-31.0
CCCSc1ccc([C@@H]2[C@H]3C(=O)N(CC)C(=O)[C@H]3[C@]3(C(=O)OC)CCCCN23)cc1OC	/	-10.1%	/	-4.4%	/	16.8%	1.3%	-8.7	-29.1%	/	6.1
CCc1cc(-c2[nH]ncc2-c2nc3ccccc3n2C)c(O)cc1O	21.7%	3.8%	-3.7%	2.6%	2.4%	1.6%	?	6.2	-17.5%	/	-11.9
O=C1NCN(CCO)CN1	-4.0%	1.4%	3.0%	12.3%	-4.1%	9.0%	-4.9%	18.3	10.7%	-3.4%	10.2
Cc1cc(C)nc(NCC(O)CNc2ccccc2Cl)n1 (stereo not drawn)	13.2%	-0.2%	0.5%	-8.1%	-5.3%	5.5%	13.4%	-4.4	0.6%	7.8%	6.2
CC(C)(C)n1nc2c(c1NC(=O)COc1ccccc1F)CS(=O)(=O)C2	-12.0%	0.6%	7.3%	-0.1%	-6.5%	-0.5%	-1.0%	14.6	-9.8%	4.4%	-4.8
Cc1ccc(N2C(N)=C(C#N)C(c3cccnc3)C3=C2CCCC3=O)cc1 (stereo not drawn)	2.9%	0.8%	-1.6%	3.0%	13.5%	2.7%	?	-4.6	-1.0%	1.2%	2.7
O=C(COC(=O)/C=C/c1ccc(C(F)(F)F)cc1)Nc1ccc2[nH]c(=O)[nH]c2c1	/	-2.3%	/	0.5%	/	-1.3%	?	7.7	-5.7%	/	-19.7
CCC1CCc2sc(C(=O)NNC(=O)c3ccncc3)cc2C1 (stereo not drawn)	/	/	/	2.0%	/	4.6%	-0.1%	0.6	-26.4%	/	-2.0
O=C(O)c1ccc(CN(c2ccccn2)S(=O)(=O)c2ccccc2)cc1	-4.5%	0.4%	4.3%	0.3%	4.1%	2.1%	7.0%	-3.6	-5.5%	3.1%	-18.3
O=C1Nc2ccc(F)cc2C12Nc1ccccc1-c1nnc(SCc3ccccc3F)nc1O2 (stereo not drawn)	11.4%	-8.3%	-21.8%	-1.5%	?	7.7%	?	-9.8	2.5%	20.1%	-11.2
COc1ccccc1CN1C[C@@H]2C[C@@H](c3ccc(Cl)cc3)N3CCC[C@@]23C1=O	7.8%	-2.5%	-1.1%	1.7%	3.9%	7.6%	6.7%	-11.0	-13.9%	?	-8.1
CC1=CC(C)(C)N(C(=O)CNC2CCCC2)c2cc(C)ccc21	-1.1%	3.7%	4.7%	-0.1%	-6.2%	-9.3%	?	7.8	-13.9%	?	3.7
COc1cccc(/C=C2\SC(=S)N(CC(=O)N(C)C3CCS(=O)(=O)C3)C2=O)c1 (stereo not drawn)	/	-3.4%	-2.8%	1.0%	?	0.5%	-4.6%	5.2	8.6%	10.4%	-18.7
CC[C@@]1(c2cccc(C)c2)C(=O)N(C(=O)OC)N1C(=O)OC	1.6%	3.6%	/	1.3%	2.9%	-1.4%	3.8%	11.5	-3.1%	0.7%	-6.9
Cc1ccccc1NC(=O)CSc1nc(=O)n(CCN2CCOCC2)c2c1CCCC2	/	-0.3%	/	1.7%	/	-1.3%	-6.7%	-17.7	-36.2%	/	1.7
Cc1cc(NC(=O)c2cc(C)on2)no1	-2.9%	-2.1%	0.9%	2.9%	-0.1%	3.4%	8.3%	-1.5	20.3%	-25.1%	-0.7
CCOc1cc(/C=C2\C(=N)N3N=C(N4CCCCC4)SC3=NC2=O)ccc1OC(=O)c1ccco1	-0.2%	-6.2%	/	2.9%	7.6%	-1.4%	16.1%	-7.5	15.7%	?	-4.3
CCCOc1ccc(C2c3c(oc4cc(C)c(C)cc4c3=O)C(=O)N2CCCN2CCOCC2)cc1 (stereo not drawn)	10.7%	0.3%	1.9%	-11.8%	-14.6%	-0.8%	-2.1%	0.3	7.4%	-2.8%[11.7 µM]	-9.3
Cc1ccnc(NCc2ccc(Br)cc2)c1	/	3.9%	-2.1%	1.3%	5.3%	-12.9%	?	-3.1	-28.1%	?	1.0
Cc1cc(C(F)(F)F)nc(SCC(=O)Nc2ccccc2)n1	-4.7%	-1.2%	0.6%	-3.9%	-14.2%	10.6%	3.4%	-10.0	-35.5%	9.6%	10.8
Cc1cccc(/C(N)=N/OC(=O)c2ccc(F)cc2)c1	-53.1%	-0.5%	11.8%	3.5%	-10.1%	9.9%	?	6.8	9.3%	9.7%	1.9
O=C(CN1CCN(S(=O)(=O)c2cc(Cl)ccc2Cl)CC1)Nc1ccc2c(c1)OCCO2	2.5%	-7.8%	0.1%	0.3%	-2.2%	7.0%	-17.1%	-4.4	2.3%	-8.6%	2.8
CCOC(=O)c1nn(-c2ccccc2)c2nc(-c3ccc(OC)cc3)c(C#N)c(=O)n12	-1.2%	4.1%	1.4%	2.1%	-5.3%	-2.0%	0.3%	1.4	4.1%	-12.5%	-5.0
CCCNC(=O)CNC(=O)c1ccc(C#N)cc1	/	11.4%	/	3.9%	/	/	-1.1%	0.9	10.6%	/	-2.4
COc1ccc(CCNC(=O)c2cccn2C)cc1	2.5%	0.9%	-2.4%	3.0%	-4.9%	0.1%	5.7%	-1.4	5.7%	/	19.5
Cc1ccc(OCC(=O)NC(=S)Nc2cccc(C)n2)cc1	-0.5%	4.1%	0.2%	0.3%	-4.7%	-5.2%	-0.5%	8.8	-6.6%	-6.1%	-4.1

An excerpt; rates above refer to the full screens.
